Screens as filed in PubChem BioAssay.
Eya2 inh: inhibitors of human Eya2 phosphatase activity | O00167 | recombinant Eya2, OMFP fluorescence dephosphorylation (OMFP is methylfluorescein phosphate) | Potency, µM (doses to about 76.9 µM), for inactives: at the top dose activity, negative = inhibition, usual class: inhibitors | hit rate 0.006% among 330,000 | AID 488837; note: potency is the fitted concentration of half-maximal effect; % is set by controls: 0 for no effect and ±100 for the full control effect
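Eya2 (0.2 uM) preincubated 10 min at ambient with compound, then OMFP substrate added at 50 uM; 10 min reaction in 50 mM HEPES pH 7.5, 50 mM NaCl, 5 uM MgCl2, 0.05% BSA, 1 mM DTT. Fluorescence read at Ex 485/Em 525 nm.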
Menin-MLL TR inh: menin-MLL binding inhibition, Texas Red mutant peptide; O00255; Menin + Texas Red MLL mutant peptide, fluorescence polarization; Potency, µM (top dose mostly 61.6 µM), without a hit: top-dose FP activity change, negative = inhibition, hits mostly inhibitors; hit rate 0.23% among 270,000; AID 1768; active = well fitted inhibition curve with a large enough effect in the polarisation, with a control signal flat, not every such curve was filed as active; inconclusive = small, poorly fitted or top-dose-only effect, or effect the other way, or a change in a side signal; inactive = no such curve, though single readings can be large or run the other way; the % refers to the polarisation; note: potency is the fitted concentration of half-maximal effect; % of control where 0% means no effect; many of its hits are not listed in these tables
Mito fusion act: blocks mitochondrial division or promotes mitochondrial fusion; S. cerevisiae fusion-defective mutant growth rescue, CellTiterGlo 48 h; Potency, µM (series often up to 46.1 µM), for the others: at the top dose growth rescue (activation), hits mostly activators; hit rate 0.23% among 320,000; AID 485298;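 note: potency is the fitted concentration of half-maximal effect; % of control where 0% means no effect; nearly all actives have a fitted effect of over 45% in size; temperature-sensitive fusion mutants such as fzo1-1 at 37 °C on non-fermentable ethanol glycerol medium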
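Luminescent cell viability in 1536-well qHTS format served as the measure of rescued growth in ts fusion-mutant S. cerevisiae cultured on non-fermentable YPEG for 48 hours at 37C.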
BCR signal inh: inhibitors of chronic active B-cell receptor signaling. hit rate 0.05% among 340,000. ABC-DLBCL IkBa-CBG/CBR reporter, luminescence ratio, 4 h. Potency, µM (series often up to 46.1 µM), without a hit: at the top dose ratio change, negative = lower green/red ratio, hits mostly inhibitors; active = well fitted inhibition curve with a large enough effect in the signal ratio, with a control signal flat, not every such curve was filed as active; inconclusive = small, poorly fitted or top-dose-only effect, or effect the other way, or a change in a side signal; the % refers to the signal ratio;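 note: potency is the fitted concentration of half-maximal effect; plate controls were basal doxycycline-induced cells for no effect and cells given 10 µM MG132 for full effect; MG132 reads +100%, hits lower the ratio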
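Concentration-response series (up to 46 uM) were applied to TMD8 dual-reporter cells for 4 h at 37C with doxycycline. Green/red ratio, after filter-overlap correction, defined %Activity; red signal alone was normalised to basal cells and zero luminescence.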
PKM2 activator: increases activity of human pyruvate kinase M2; hit rate 0.34% among 260,000; purified PKM2, Kinase-Glo ATP luminescence, activation; response scale: 0% is enzyme alone, no compound; Potency, µM (doses to about 57.5 µM), for the others: at the highest dose activation, usual class: activators; AID 1631; note: potency is the fitted concentration of half-maximal effect; % is set by controls: 0 for no effect and ±100 for the full control effect; nearly all actives have a fitted effect of over 55% in size
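Purified hPK-M2 (>95%) run at intermediate activity with 0.1 mM ADP and 0.5 mM PEP in 50 mM imidazole pH 7.2, KCl, MgCl2; 1 h room temperature. ATP formed read by Kinase-Glo luminescence; normalized to uninhibited and no-enzyme controls.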
TSHR antagonist: blocks TSH signaling through the human TSH receptor. P16473. TSHR-expressing cells, TSH-stimulated cAMP HTRF, 2 h; stronger effect = lower value. activity change, negative = inhibition, % at 11.5 µM. hit rate 0.2% among 330,000. AID 504810;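 active = activity change below a set negative limit, meaning inhibition stronger than a set level, cut at about -70% in these data; inconclusive = activity change between two set negative limits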; note: % is set by controls: 0 for no effect and ±100 for the full control effect
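Freshly harvested TSHR cells receive pin-tooled compound, then EC80 TSH at 4nM final. After 2 hours at 37 deg C, antibody in lysis buffer and cAMP-d2 are added; 30 minutes at ambient temperature precede the HTRF read.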
KCNH2 WT inh: KCNH2 (human, wildtype) channel inhibition; Q12809; U2OS, BacMam KCNH2, thallium flux FluxOr; stronger effect = lower value; activity change, % at 1.84 µM; hit rate 0.37% among 340,000;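 active = maximum activity change below -70%; inconclusive = maximum activity change between -70% and -50%; inactive = maximum activity change above -50%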; note: % is set by controls: 0 for no effect and ±100 for the full control effect
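U2OS cells were transduced with wild-type KCNH2 virus (2.03 x 10^8 / mL) for 4 h at room temperature, then cultured overnight at 37 C. Thallium flux was read with FluxOr dye. Rate constants were normalized to DMSO controls.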
USP2a block: USP2a (human) protease inhibition | O75604 | USP2 core, Ub-CHOP2 coupled fluorogenic reporter, 485/531 | Potency, µM (series often up to 38.3 µM), for the others: at the top dose activity change, negative = inhibition, usual class: inhibitors | hit rate 0.01% among 330,000;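 note: potency is the fitted concentration of half-maximal effect; plate controls were DMSO wells for no effect and full inhibition by NEM control for full effect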
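USP2 core (10nM final) preincubated 30min RT with compound in 20mM Tris-HCl pH 8.0, 2mM CaCl2, 2mM beta-mercaptoethanol, 0.05% CHAPS; 25nM Ub-CHOP2 plus 25nM reporter substrate added, fluorescence (Ex485/Em531) read after 60min.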
GALK inhibitor: galactokinase (human) inhibition | P51570 | Purified GALK, Kinase-Glo residual ATP luminescence | hit rate 0.007% among 270,000 | Potency, µM (titrated, usually from 57.5 µM), for inactives: at the top dose activity change, negative = inhibition, usual class: inhibitors | AID 1868; note: potency is the fitted concentration of half-maximal effect; % is set by controls: 0 for no effect and ±100 for the full control effect
Target sequence (P51570 whole entry, looked up): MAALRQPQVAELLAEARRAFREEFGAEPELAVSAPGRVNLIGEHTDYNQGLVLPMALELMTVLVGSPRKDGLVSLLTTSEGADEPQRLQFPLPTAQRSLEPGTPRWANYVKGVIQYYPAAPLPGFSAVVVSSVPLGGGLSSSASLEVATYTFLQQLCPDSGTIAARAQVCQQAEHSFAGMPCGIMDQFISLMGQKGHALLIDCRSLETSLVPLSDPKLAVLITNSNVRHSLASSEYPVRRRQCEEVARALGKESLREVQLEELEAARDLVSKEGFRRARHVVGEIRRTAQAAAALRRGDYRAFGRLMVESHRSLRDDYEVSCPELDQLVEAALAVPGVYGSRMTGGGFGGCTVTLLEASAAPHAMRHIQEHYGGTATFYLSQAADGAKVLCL
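Kinase-Glo Plus luminescence measured ATP left after a 1 h room-temperature reaction. The reaction used 5 nM GALK, 100 uM galactose and 35 uM ATP at pH 8.0 (20 mM HEPES, 5 mM MgCl2, 60 mM NaCl, 1 mM DTT, 0.01% BSA).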
ASM inhibitor: inhibitors of human secretory acid sphingomyelinase. P17405. placental ASM, HMU-PC fluorogenic substrate, 60 min. Potency, µM (series often up to 57.5 µM), for inactives: top-dose activity change, negative = inhibition, most hits filed as inhibitors. hit rate 0.006% among 340,000; note: potency is the fitted concentration of half-maximal effect
Target sequence (P17405 47-631 limits assumed): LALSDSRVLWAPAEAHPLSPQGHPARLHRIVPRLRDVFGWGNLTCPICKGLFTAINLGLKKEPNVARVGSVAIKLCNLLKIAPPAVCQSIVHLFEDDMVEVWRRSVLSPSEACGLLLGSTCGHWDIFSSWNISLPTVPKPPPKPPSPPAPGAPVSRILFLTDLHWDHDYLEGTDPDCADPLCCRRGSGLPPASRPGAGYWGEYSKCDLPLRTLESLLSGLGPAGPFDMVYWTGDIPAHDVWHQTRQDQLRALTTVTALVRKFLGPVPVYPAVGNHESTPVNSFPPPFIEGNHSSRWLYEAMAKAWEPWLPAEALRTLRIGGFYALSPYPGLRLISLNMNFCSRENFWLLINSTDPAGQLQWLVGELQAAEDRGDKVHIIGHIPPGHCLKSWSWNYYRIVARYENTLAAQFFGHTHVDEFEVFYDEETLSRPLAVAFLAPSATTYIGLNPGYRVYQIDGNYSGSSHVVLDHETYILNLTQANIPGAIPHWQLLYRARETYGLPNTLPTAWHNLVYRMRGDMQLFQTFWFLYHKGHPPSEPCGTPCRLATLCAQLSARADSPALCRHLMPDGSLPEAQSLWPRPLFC
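Fluorogenic HMU-PC substrate (9 uM final) is turned over by placental ASM in 60 min at 37 C after a 10 min compound preincubation. Reaction ended by alkaline stop (pH 10), with fluorescence read at 386/447 nm.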
MBNL1-CUG inh: inhibitors of human MBNL1 binding to CUG repeat RNA | Q9NR56 | TR-FRET MBNL1-His/biotin-(CUG)12 binding, 665/545 ratio | Potency, µM (highest dose often 57.5 µM), inactives show top-dose activity change, negative = inhibition, hits mostly inhibitors | hit rate 0.036% among 280,000; active = well fitted inhibition curve with a large enough effect in the signal ratio, with a control signal flat, not every such curve was filed as active; inconclusive = small, poorly fitted or top-dose-only effect, or effect the other way, or a change in a side signal; inactive = no such curve, though single readings can be large or run the other way; the % refers to the signal ratio; note: potency is the fitted concentration of half-maximal effect; % is set by controls: 0 for no effect and ±100 for the full control effect
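Inhibition of protein-RNA binding appears as loss of TR-FRET between terbium anti-His antibody on MBNL1-His and streptavidin-XL665 on biotin-(CUG)12. Activity is normalized to buffer-only and uninhibited-complex controls.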
The depositor's hits bear a star; i = inactive; ? = inconclusive; · = no result given; [ ] = remark or other dose. Unless noted, calls come from the whole dose curve; as a rule, active = well fitted curve in the direction sought with a large enough effect; inconclusive = small, poorly fitted or top-dose-only effect, or another doubt; inactive = no such curve, though single readings can be large; an effect the other way counts as inactive or inconclusive.

canonical_smiles,Mito fusion act,Menin-MLL TR inh,USP2a block,GALK inhibitor,KCNH2 WT inh,MBNL1-CUG inh,TSHR antagonist,Eya2 inh,ASM inhibitor,PKM2 activator,BCR signal inh
CCN1C(=O)/C(=C/c2cnn(CC)c2C)SC1=S,9%,?,3%,2%,4,26%,-2,4%,-2%,-1%,2%
Cc1ccc(NC(=O)CC(=O)c2ccccc2)cc1C,-8%,34%[activator],-9%,-3%,-3,0%,-10,-7%,4%,2%,?
O=C(Nc1ccccc1)c1cc2ccccc2c(=O)s1,18%,?,0%,1%,-11,?,-8,-6%,-12%,7%,?
O=C(CCCC(=O)N(CC(=O)NC1CCCCC1)Cc1ccc2c(c1)OCO2)Nc1ccccn1,-2%,0%,5%,0%,-13,-3%,2,2%,5%,6%,-10%
Nc1nc(Cn2nnc(-c3ccccc3F)n2)nc(N2CCOCC2)n1,6%,0%,4%,0%,7,4%,-6,0%,-4%,2%,?
C=CCSc1nnc(CNC(=O)c2ccccc2C)n1C(C)C,13%,-14%,1%,8%,-2,-6%,3,-4%,8%,-5%,1%
COc1ccc(NS(=O)(=O)c2ccc(-n3nnc4ccccc43)c([N+](=O)[O-])c2)cc1,7%,?,-3%,0%,-7,1%,-10,1%,-18%,-5%,?
COc1ccc(C(=O)Nc2ccc(N3CCCCC3)cc2)cc1Br,-3%,?,0%,1%,13,·,1,-1%,2%,-15%,-13%
C[C@@H]1CC[C@]2(O[C@@H](CCO)C[C@@H](O)[C@@H]2O)O1,4%,·,-1%,-2%,2,-3%,-9,4%,0%,-2%,?
Cc1ccc(C(=O)O/N=C(\N)Cc2cccs2)c(Cl)c1,-24%,·,2%,5%,-8,-7%,-6,-11%,1%,-10%,?
CCc1nc(N2CCN(C(C)=O)CC2)c(C#N)c2c1COC(C)(C)C2,3%,·,0%,-1%,1,5%,-2,-4%,20%,-5%,17%
C[C@H](NC(=O)c1nc[nH]c1C(=O)N1CCN(c2ccccc2)CC1)C(=O)OCc1ccccc1,-4%,-22%,-1%,·,2,1%,-10,14%,0%,1%,?
COCC(C)Nc1nc(C)c(C(C)=O)s1 (stereo unspecified),4%,11%,-1%,11%,-8,4%,-6,-22%,0%,3%,0%
COc1ccccc1Nc1nc2c(C)cccc2cc1C#N,-3%,24%,1%,0%,46,-6%,-10,3%,-7%,-4%,3%
COc1cc(/C=C/C(=O)OCC(=O)NC(=O)NCc2ccccc2)ccc1OCC#N,-4%,-5%,2%,-2%,·,0%,-1,-7%,0%,0%,0%
Cc1cc(OC(=O)c2cc(C(F)(F)F)cc(C(F)(F)F)c2)c([N+](=O)[O-])c(=O)[nH]1,1%,9%,4%,·,8,0%,-3,-2%,6%,-4%,0%
O=C(NNC(=O)c1ccc(F)cc1F)c1ccc2c(c1)OCO2,0%,-7%,-3%,-3%,3,1%,-8,-4%,2%,-7%,?
COc1ccccc1C(=O)COC(=O)CCN=C1NS(=O)(=O)c2ccccc21,-1%,·,1%,·,5,·,-13,2%,-1%,·,9%
O=C(Nc1cc(C(F)(F)F)ccc1N1CCOCC1)c1cccnc1,-2%,28%,0%,0%,·,-7%,-5,9%,2%,14%,-2%
Cc1cccc(C)c1NC(=O)CSCC(=O)O,-1%,8%,2%,9%,-3,-2%,0,-7%,4%,-2%,2%
COc1ccc(N2CC(C)Cn3c2nc2c3c(=O)n(Cc3ccc(C)cc3)c(=O)n2C)c(OC)c1 (stereo unspecified),17%,-28%,-10%,0%,6,-6%,-6,-8%,-2%,0%,?
CCCCOC(=O)C1CCCC(C)N1 (stereo unspecified),-2%,4%,2%,1%,-5,-8%,-1,5%,0%,8%,-1%
O=c1c2c3nc4ccccc4nc3n(/N=C/c3ccco3)c2ncn1CCC1=CCCCC1,4%,-1%,-2%,1%,-2,?,0,-1%,-6%,9%,?
CN1CCN(c2ccc(NC(=O)COc3ccccc3[N+](=O)[O-])cc2)CC1,-2%,21%,0%,4%,3,?,15,18%,-3%,2%,-2%
COc1ccc(C2=NOC(C(=O)NCCN3CCOCC3)C2)cc1 (stereo unspecified),4%,-22%,5%,4%,-2,-1%,35,-27%,5%,-14%,-10%

2 of the compounds above, with values under each structure:
Results follow in this order: Mito fusion act	Menin-MLL TR inh	USP2a block	GALK inhibitor	KCNH2 WT inh	MBNL1-CUG inh	TSHR antagonist	Eya2 inh	ASM inhibitor	PKM2 activator	BCR signal inh
> Cc1ccc(C(=O)O/N=C(\N)Cc2cccs2)c(Cl)c1
    -24%	·	2%	5%	-8	-7%	-6	-11%	1%	-10%	?
> CCc1nc(N2CCN(C(C)=O)CC2)c(C#N)c2c1COC(C)(C)C2
    3%	·	0%	-1%	1	5%	-2	-4%	20%	-5%	17%

Following part.
canonical_smiles,Mito fusion act,Menin-MLL TR inh,USP2a block,GALK inhibitor,KCNH2 WT inh,MBNL1-CUG inh,TSHR antagonist,Eya2 inh,ASM inhibitor,PKM2 activator,BCR signal inh
COc1cccc(OC)c1NC(=O)Cn1nc(C)c2ccccc2c1=O,-3%,10%,0%,5%,-24,-4%,11,-6%,0%,-1%,0%
C(=N/Nc1nccs1)/c1cccnc1,2%,1%,3%,0%,i,?,-10,10%,6%,0%,?
CC1Nc2ncnc(N3CCc4ccccc4C3)c2N(Cc2ccc(Cl)cc2)C1=O (stereo unspecified),-1%,·,1%,·,13,·,-8,10%,3%,·,-12%
CCN(Cc1ccncc1)C(=O)C1CCN(S(=O)(=O)c2cccs2)CC1,5%,1%,-1%,-3%,8,1%,5,0%,6%,-4%,?
C[C@]12c3[nH]c4ccc(Cl)cc4c3CCN1C(=O)[C@@H](CC(=O)NCCC1=CCCCC1)C[C@@H]2C(=O)N1CCOCC1,·,·,-1%,·,-5,·,-8,-2%,-7%,·,1%
CCc1cc(=O)oc2c3c(cc(OCC(=O)N[C@H](C(=O)O)[C@H](C)CC)c12)OC(C)(C)CC3,4%,-1%,2%,1%,-1,-3%,-10,5%,47%[activator],·,2%
CCOc1cc(/C=N/n2cnnc2)ccc1OCC(=O)Nc1ccccc1OC,-1%,1%,0%,-4%,14,1%,-2,18%,-1%,-4%,?
CC1CCC(NC(=O)C2CCC(CNc3c(N4CCCCC4)c(=O)c3=O)CC2)CC1 (stereo unspecified),0%,·,2%,2%,-8,-5%,-5,-8%,1%,-5%,1%
CCc1ccc(NC(=O)CSc2nc3ccccc3c(=O)n2CCN2CCOCC2)cc1,-4%,-1%,2%,2%,6,-9%,7,-3%,-4%,-1%,0%
CC(=O)Oc1ccc(C)cc1-n1nc2ccccc2n1,-6%,-2%,-5%,-1%,3,4%,7,4%,2%,-30%,7%
O=C(Nc1cc(=O)[nH]c2nc(-c3ccccc3)nn12)c1ccc(Cl)cc1,3%,·,2%,0%,-2,-1%,-4,12%,2%,-2%,-1%
Nc1ccccc1Nc1ccncc1[N+](=O)[O-],14%,-17%,2%,0%,3,?,-18,-10%,-6%,1%,5%
CCn1c(COc2ccc3c(c2)CCCC3)nnc1SCC(=O)Nc1ccc(C(=O)OC)cc1,-5%,18%,1%,-2%,-13,-7%,6,-2%,-3%,-7%,?

Not all compounds are listed, so the mix of outcomes need not match the whole.
